Screening data (PubChem)
GPR55 LPI antagonism: GPR55 antagonists blocking LPI-driven arrestin recruitment, primary screen, imaging, U2OS, beta-arrestin-GFP, LPI agonist (AID 2013); U2OS GPR55 beta-arrestin-GFP translocation imaging, LPI antagonism; higher % means a stronger effect; G-protein coupled receptor 55 (Homo sapiens); one-dose inhibition, % at 10 µM; IC50 in µM for titrated hits; 290,000 tested, 0.13% active;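 active = spots per cell inhibited over 60%, with over 100 cells counted and total cytoplasm intensity under 500,000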;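 note: U2OS cells stably carrying GPR55 and arrestin-GFP stimulated by 5 µM LPI near EC80; imaged beta-arrestin-GFP aggregate spots per cell after agonist stimulation; plate controls were LPI-stimulated DMSO wells for no effect and DMSO wells without LPI for full effect; some results filed as inactive read as strong as hits; confirmed hits need IC50 under 10 µM and bright autofluorescent wells are also inconclusive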
SV40 large T antigen: SV40 large T antigen inhibitors, biochemical (AID 1903). SV40 large T antigen ATPase/helicase inhibition assay; higher % means a stronger effect. inhibition, % at 20 µM, or IC50 in µM where a hit was titrated. 310,000 tested, 0.39% active; in the data active = a potency from the dose series; note: strong numbers were not always called active
NTR1 agonist: agonists of NTR1, primary screen, imaging, U2OS cells, beta-arrestin-GFP, high content (AID 493036). activation, % at 20 µM. Neurotensin receptor type 1 (Homo sapiens), P30989. NTR1-U2OS beta-arrestin-GFP spot imaging, agonist mode. 330,000 tested, 0.17% active;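 active = activation at or above 40% of the spot to cytoplasm intensity ratio, with at least 20 cells analyzed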;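 note: 0% = DMSO without peptide and 100% = 100 nM NTR1 peptide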
Target sequence (P30989 whole entry, looked up): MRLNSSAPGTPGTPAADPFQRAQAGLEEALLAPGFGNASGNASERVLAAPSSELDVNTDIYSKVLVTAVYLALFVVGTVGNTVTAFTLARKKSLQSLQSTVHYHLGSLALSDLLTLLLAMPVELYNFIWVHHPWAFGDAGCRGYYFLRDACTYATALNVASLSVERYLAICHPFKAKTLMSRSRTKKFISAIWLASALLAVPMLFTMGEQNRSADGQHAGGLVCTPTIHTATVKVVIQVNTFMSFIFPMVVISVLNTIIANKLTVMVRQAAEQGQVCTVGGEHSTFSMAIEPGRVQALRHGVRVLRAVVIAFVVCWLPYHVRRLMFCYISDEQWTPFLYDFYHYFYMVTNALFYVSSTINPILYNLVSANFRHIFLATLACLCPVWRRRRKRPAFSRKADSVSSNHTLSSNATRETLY
Rac1 GTP hydrolysis: MgcRacGAP GTPase-activating activity inhibitors, confirmation, biochemical, ADP Hunter fluorescence; MgcRacGAP-stimulated Rac1 GTP hydrolysis, ADP Hunter fluorescence; higher % means a stronger effect; GST-tagged Rac1 F28L mutant substrate; 340,000 tested, 0.6% active; inhibition, % at 30 µM, or IC50 in µM where a hit was titrated; Rac GTPase-activating protein 1 (Homo sapiens);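 active = first-screen hits whose inhibition reached a set limit at any dose in the follow-up dose series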;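 note: fluorescence reports GDP produced by GAP-driven GTP hydrolysis; strong numbers were not always called active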
LYP phosphatase: inhibitors of LYP phosphatase, biochemical, fluorescence intensity, uHTS (AID 1779); Tyrosine-protein phosphatase non-receptor type 22 (Homo sapiens); recombinant LYP phosphatase, fluorescence intensity; higher % means a stronger effect; inhibition, % at 11.5 µM; hits with a dose series show IC50 in µM; 290,000 tested, 0.054% active; in the data active = inhibition above about 50%;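 note: plate controls were vehicle with enzyme for no effect and no enzyme for full effect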
GPR55 activation: GPR55 agonists via beta-arrestin recruitment, primary screen, imaging, U2OS cells, beta-arrestin-GFP redistribution (AID 1961); one-dose activation, % at 10 µM; EC50 in µM for titrated hits; U2OS GPR55 beta-arrestin-GFP redistribution imaging; higher % means a stronger effect; G-protein coupled receptor 55 (Homo sapiens); 290,000 tested, 0.048% active;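 active = activation above 40% with more than 50 cells counted in the well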;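 note: U2OS osteosarcoma cells stably expressing GPR55 and beta-arrestin-GFP; plate controls were DMSO negative control for no effect and LPI positive control for full effect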
Lipid droplet: inhibitors of hepatocyte lipid droplet formation, primary screen, imaging, high-throughput imaging, BODIPY stain. AML12 mouse hepatocytes, oleate lipid droplets. inhibition, % at 6.5 µM. 240,000 tested, 0.4% active;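 active = lipid droplet intensity inhibited by at least 50%, with more than 500 cells counted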
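Assay system: AML12 mouse liver cells | Compound dosing: One dose, 6.5 µM compound | Read-out basis: Droplet intensity reduction, % inhibition | Measured by: Fluorescence imaging, 20x objective, two fields per well | Schedule: Overnight treatment with compound plus oleate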
GPR35 antagonists: GPR35 antagonists blocking zaprinast-driven arrestin recruitment, primary screen, imaging, U2OS, beta-arrestin-GFP, zaprinast agonist (AID 2058) | G-protein coupled receptor 35 (Homo sapiens) | U2OS GPR35 beta-arrestin-GFP translocation imaging, zaprinast antagonism; higher % means a stronger effect | 290,000 tested, 0.052% active | inhibition, % at 10 µM; hits with a dose series show IC50 in µM;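 active = inhibition of at least 50% with at least 30 cells and total cytoplasm GFP at most 10,000,000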
T cell HTS: modulators of CD8 T cell-vesicle binding, primary screen, mouse 2C CD8+ T cells, flow cytometry. 2C CD8+ T cell-vesicle binding; hits give low values. calls only at 7 µM. 330,000 tested, 0.068% active. AID 2052, 2009;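 active = response, share of CD8 T cells binding vesicles, and their 90th percentile fluorescence all below set limits, cut at about 80% in these data, passing the limit was not always enough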
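material = purified 2C TCR transgenic mouse naive CD8+ T cells | controls = Unloaded micro-vesicles (low), QL9 vesicles with 0.7% DMSO (high) | detection = cytometric PE anti-B7-1 and Alexa647 anti-CD8 signals after 1% paraformaldehyde fixation | incubation = binding step 1.5 h, 37 °C, antibody labelling 20 min, ice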
Lipid droplet cells 6.5 µM: also measured in Lipid droplet; calls as there; cell count; measured here: cell count, cytotoxicity flag;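 cells counted across two imaged fields per well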
T cell HTS vesicle-bound %: recorded beside T cell HTS, whose call it bears; double positive events, %; measured here: CD8+ vesicle-bound cell fraction;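 binding gate set so that unloaded-vesicle control wells show 10% double positive cells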
NTR1 agonist cell count 20 µM: recorded beside NTR1 agonist, whose call it bears; cell count; measured here: cell count, cytotoxicity flag
* = called active by the depositor; i = inactive; · = no result given; & = joins results of further samples.

SMILES	GPR55 LPI antagonism	SV40 large T antigen	NTR1 agonist	NTR1 agonist cell count 20 µM	Rac1 GTP hydrolysis	LYP phosphatase	GPR55 activation	Lipid droplet	Lipid droplet cells 6.5 µM	GPR35 antagonists	T cell HTS	T cell HTS vesicle-bound %
COCCCNC(=O)c1cc(C(=O)c2c(-c3c(Cl)cccc3Cl)noc2C)c[nH]1	-14%	3%	-0.9	51	9%	-3%	-0.2%	·	·	4%	i	16
Cc1cccc(C(C)C)c1NC(=O)c1cc2ccccc2o1	-4%	8%	-0.6	65	0%	-8%	0.3%	-7	784	10%	i	54
O=C(CN1CCC(Cc2ccccc2)CC1)N1CCc2ccccc2C1	10%	13%	3.9	32	25%	-3%	-0.3%	22	713	12%	i	66
Cc1ccc(-c2nc3ccccc3[nH]2)cc1NC(=O)c1ccc2c(c1)OCO2	19%	0%	3.1	61	10%	-2%	0.2%	·	·	3%	i	68
O=C1C2C3c4ccccc4C(c4ccccc43)C2C(=O)N1c1nc(-c2ccccc2)cs1 (stereo not given)	·	14%	-3.5	78	1%	2%	0.0%	·	·	-24%	i	30
Cc1cc2c(C)c(C)c(=O)[nH]c2cc1N	4%	7%	0.5	54	3%	-26%	0.2%	18	775	0%	i	33
CCOC(=O)CCC(=O)NNC(=O)COc1ccc(C(C)C)cc1Br	2%	9%	3.3	51	4%	-2%	-0.2%	-3	704	-4%	i	43
CC(Sc1ccccc1)C(=O)NN=C1CCCC1 (stereo not given)	14%	16%	0.9	32	7%	0%	0.2%	16	683	12%	i	62
Cc1ccc2c(c1)nnn2C1CCN(C(=O)NCc2ccccc2)CC1	-5%	14%	-0.5	36	12%	-7%	-0.5%	-8	681	1%	i	29
COc1ccc(C)cc1NS(=O)(=O)c1ccc(Br)s1	12%	12%	4.9	55	3%	-3%	-0.1%	-12	755	10%	i	10
CCN(Cc1ccccc1)C(=O)CC(=O)N(CC)Cc1ccccc1	1%	-7%	-3.1	66	7%	-9%	-0.2%	-2	777	-4%	i	14
CC1CNCCN1S(=O)(=O)c1cccc2cnccc12 (stereo not given)	-2%	13%&25%	-1.7&-1.1	63&64	1%&3%	-2%	0.4%	-7	733	-14%	i	14&26
COCCn1c(SCC(=O)Nc2cccc(OC)c2)nc2c(oc3ccccc32)c1=O	-13%	7%	3.7	90	1%	-5%	-0.1%	-3	678	-5%	i	24
Cc1c(C)n(CCN(C)C)c2ncnc(NCc3ccccc3)c12	3%	10%	-1.4	88	8%	-4%	-0.1%	3	421	7%	i	54
CC(=O)n1cc([C@H]2C=C(C(=O)N3CCN(Cc4ccc5c(c4)OCO5)CC3)O[C@@H](OCCCCO)C2)c2ccccc21	-7%	22%	-2.8	84	9%	3%	-0.2%	-11	714	-18%	i	29
CCCCCNC(=O)c1cc(S(=O)(=O)N2CCCC2)ccc1F	12%	6%	2.6	46	7%	-1%	0.2%	·	·	-5%	i	6
COc1cc(C(=O)N/C(=C\c2cn(S(=O)(=O)N(C)C)c3ccccc23)C(=O)N2CCCC2)cc(OC)c1OC	4%	13%	0.4	57	8%	-2%	-0.2%	-1	767	-17%	i	20
COC(=O)c1sc(NC(=S)NC(=O)c2ccccc2F)nc1C	7%	-1%	-0.1	46	9%	-2%	0.2%	26	725	-22%	i	46
O=C(O)c1cc2cccc(S(=O)(=O)N3CCOCC3)c2cc1O	-2%	21%	-2.0	52	2%	-8%	0.1%	·	·	20%	i	62
Cc1nc2ccccn2c1C(=O)N/N=C/c1ccccc1Cl	8%	14%	1.0	46	·	-4%	-0.1%	6	835	0%	i	24
Cc1ccc(-c2noc(CCC(=O)NCCN3CCOCC3)n2)cc1	-5%	0%	-0.9	48	-1%	-6%	0.1%	·	·	7%	i	7
O=C(c1cc(S(=O)(=O)N2CCOCC2)ccc1Cl)N1CCc2ccccc2C1	14%	27%	-2.0	58	4%	-7%	0.0%	6	822	-2%	i	14
CCOC(=O)C1(CCCc2ccccc2)CCN(C(=O)C2=C(C)OCCO2)CC1	5%	6%	·	·	-1%	-2%	-0.3%	-16	625	8%	·	·
O=c1nc2sc3ccccc3n2c(=O)n1-c1cccc(Cl)c1	-8%	22%	-2.5	44	5%	-8%	-0.1%	2	748	3%	i	20
Cc1ccccc1NC(=O)c1cc2c(=O)n3cccc(C)c3nc2s1	2%	4%	2.4	63	9%	-12%	0.2%	-12	765	4%	i	20

Other records.
SMILES	GPR55 LPI antagonism	SV40 large T antigen	NTR1 agonist	NTR1 agonist cell count 20 µM	Rac1 GTP hydrolysis	LYP phosphatase	GPR55 activation	Lipid droplet	Lipid droplet cells 6.5 µM	GPR35 antagonists	T cell HTS	T cell HTS vesicle-bound %
Cc1c(Br)c(C(F)(F)F)nn1CC(=O)N(C)C1CCCCC1	18%	7%	-0.6	37	3%	-6%	0.9%	-6	825	-2%	i	24
O=C(O)c1ccc(NC(=S)NC(=O)c2ccc3ccccc3c2)cc1	4%	13%	0.5	52	7%	-1%	-0.1%	-6	834	-8%	i	7
CCOC(=O)c1sc2nc(NC(=O)COc3ccccc3)sc2c1C	0%	9%	13	52	-6%	-5%	-0.2%	·	·	15%	i	29
CC(C)Cc1nc(N2CCC(C(N)=O)CC2)c2nnn(Cc3ccccc3)c2n1	-6%	2%	-0.5	95	10%	-8%	-0.1%	·	·	-9%	i	34
CCOC(=O)N1CCN(c2c(-c3ccc(C(C)C)cc3)c(=O)c2=O)CC1	-8%	25%	1.1	83	-1%	0%	0.0%	·	·	-13%	i	14
COC(=O)/C(C#N)=C/c1c(N2CCN(Cc3ccc4c(c3)OCO4)CC2)nc2c(C)cccn2c1=O	64%	1%	6.3	53	1%	3%	-0.1%	11	678	-6%	i	28
CCc1ccccc1NC(=S)N(CCN1CCOCC1)Cc1ccccc1F	-4%	0%	1.4	55	0%	-4%	-0.7%	-2	673	-4%	i	19
N#Cc1ccccc1OCC(=O)N(Cc1nnc(-c2ccccc2Cl)o1)C1CC1	·	13%	-0.7	62	-3%	·	·	·	·	·	i	54
CCN(CC)CCCC(C)Nc1c2ccc(Cl)cc2nc2ccc(OC)cc12 (stereo not given)	1%	-3%	·	·	·	-8%	-0.5%	-34	568	-8%	·	·
CC1(C)NC(=O)NC2(C)NC(=O)NC(C)(C)C12 (stereo not given)	7%	8%	0.3	54	7%	-10%	-0.2%	·	·	-11%	i	39
O=C(Cc1ccccc1)NC1CCN(Cc2ccccc2)CC1	-3%	9%	0.4	51	0%	-4%	0.1%	8	676	-12%	i	58
CC(=O)N1CCN(S(=O)(=O)c2ccc(Cl)cc2F)CC1	20%	11%	0.5	52	8%	-4%	0.8%	17	699	6%	i	65
Cc1ccc(NC(=S)N2CCC(NC(=O)c3ccc(F)cc3)CC2)cc1	-4%	6%	-1.3	55	5%	-8%	-0.4%	13	706	9%	i	33
COc1ccccc1-c1nc(SCC(=O)Nc2ccccc2)n[nH]1	6%	9%	2.2	60	6%	0%	-0.1%	-15	766	7%	i	68
CC1(c2ccccc2)CC(C)(C)N(C(=O)c2cc([N+](=O)[O-])cc([N+](=O)[O-])c2)c2ccccc21 (stereo not given)	64%*	4%	5.1	60	4%	5%	-0.1%	49	608	5%	i	34
COc1ccc(NC(=O)c2ccc(=O)oc2)cc1	11%	11%	0.0	45	8%	-8%	-0.3%	·	·	1%	i	22
CCOC(=O)NC(c1cccc(Cl)c1)C1CCCCCC1=O (stereo not given)	4%	2%	-0.1	60	0%	5%	-0.1%	1	800	6%	i	36
CCC(CC)C(=O)Nc1cccc(S(=O)(=O)c2cccc(NC(=O)C(CC)CC)c2)c1	7%	5%	-1.3	79	4%	-7%	-0.2%	16	837	4%	i	29
CC1(C)Cc2c(cnn2-c2cccc(F)c2)C(NC(=O)c2ccc(=O)[nH]n2)C1 (stereo not given)	13%	6%	-0.6	59	9%	1%	0.2%	-1	749	11%	i	25
CCC(=O)Nc1ccc(NC(=O)c2oc3ccccc3c2C)cc1	-10%	1%	0.6	67	5%	-13%	-0.1%	24	897	-7%	i	34
CC(=O)Nc1ccc(C(=O)n2cnc3cc(C)c(C)cc32)cc1	21%	18%	2.3	59	3%	-6%	-0.1%	-4	758	-20%	i	36
CN1CCN(C(=O)CN2C(=O)CC(C)(C)S(=O)(=O)c3ccccc32)CC1	-2%	13%	-1.6	43	6%	-9%	-0.1%	·	·	11%	i	31

Part of the list above, reformatted.
structure | GPR55 LPI antagonism | SV40 large T antigen | NTR1 agonist | NTR1 agonist cell count 20 µM | Rac1 GTP hydrolysis | LYP phosphatase | GPR55 activation | Lipid droplet | Lipid droplet cells 6.5 µM | GPR35 antagonists | T cell HTS | T cell HTS vesicle-bound %
Cc1c(Br)c(C(F)(F)F)nn1CC(=O)N(C)C1CCCCC1 | 18% | 7% | -0.6 | 37 | 3% | -6% | 0.9% | -6 | 825 | -2% | i | 24
CCN(CC)CCCC(C)Nc1c2ccc(Cl)cc2nc2ccc(OC)cc12 (stereo not given) | 1% | -3% | · | · | · | -8% | -0.5% | -34 | 568 | -8% | · | ·
CCC(=O)Nc1ccc(NC(=O)c2oc3ccccc3c2C)cc1 | -10% | 1% | 0.6 | 67 | 5% | -13% | -0.1% | 24 | 897 | -7% | i | 34

Grouped by structure, those above with a cyano group
SMILES	GPR55 LPI antagonism	SV40 large T antigen	NTR1 agonist	NTR1 agonist cell count 20 µM	Rac1 GTP hydrolysis	LYP phosphatase	GPR55 activation	Lipid droplet	Lipid droplet cells 6.5 µM	GPR35 antagonists	T cell HTS	T cell HTS vesicle-bound %
COC(=O)/C(C#N)=C/c1c(N2CCN(Cc3ccc4c(c3)OCO4)CC2)nc2c(C)cccn2c1=O	64%	1%	6.3	53	1%	3%	-0.1%	11	678	-6%	i	28
N#Cc1ccccc1OCC(=O)N(Cc1nnc(-c2ccccc2Cl)o1)C1CC1	·	13%	-0.7	62	-3%	·	·	·	·	·	i	54
